sgs1 mgt1: NCI yeast anticancer drug screen, S. cerevisiae sgs1 mgt1 strain | 78,000 compounds, 10% hits | growth inhibition, % at 50 µM;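 note: 0% = growth of vehicle-only cultures of the same strain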
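Test agents were incubated with a DNA-repair-mutant yeast strain. Growth was then read and compared against vehicle-treated controls.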
mlh1 rad18: NCI yeast anticancer drug screen, S. cerevisiae mlh1 rad18 strain; growth inhibition, % at 50 µM; 79,000 compounds, 11% hits;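 note: 0% = growth of vehicle-only cultures of the same strain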
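Genetically defined yeast (DNA repair-deficient) exposed to compounds; growth inhibition determined relative to vehicle.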
mec2-1: NCI yeast anticancer drug screen, S. cerevisiae mec2-1 strain. growth inhibition, % at 50 µM. 79,000 compounds, 9% hits;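 note: 0% = growth of vehicle-only cultures of the same strain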
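Vehicle-treated cultures served as reference for growth inhibition of compound-exposed mec2-1 yeast.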
yeast cln2 rad14: NCI yeast anticancer drug screen, S. cerevisiae cln2 rad14 strain; growth inhibition, % at 50 µM; 78,000 compounds, 8.3% hits; AID 165;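 note: 0% = growth of vehicle-only cultures of the same strain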
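Relative to vehicle controls, growth inhibition of compound-treated cln2 rad14 yeast was recorded.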
yeast bub3: NCI yeast anticancer drug screen, S. cerevisiae bub3 mutant strain; % growth inhibition at 50 µM; 78,000 compounds, 9.9% hits; AID 167;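 note: 0% = growth of vehicle-only cultures of the same strain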
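Inhibition values come from growth of compound-treated mutant yeast normalised to vehicle-treated controls.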
rad50: NCI yeast anticancer drug screen, S. cerevisiae rad50 strain; growth inhibition, % at 50 µM; 79,000 compounds, 10% hits;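 note: 0% = growth of vehicle-only cultures of the same strain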
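Compounds were tested on a yeast strain with an engineered DNA damage repair alteration; the reported value is growth inhibition normalised to vehicle treatment.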
The depositor's hits bear a star; & = joins results of further samples. Cut-off read from the data, not from the text of the source: active = growth inhibition above about 70%; inactive = the rest.

O=C(NCCO)Nc1ccc2c(c1)OCCOCCOCCOCCO2 was read as sgs1 mgt1 -3, mlh1 rad18 6, mec2-1 5, yeast cln2 rad14 14, yeast bub3 2 and rad50 -1.
Screening CCCOCC1(c2ccccc2)C(N)=NC(=O)N1C (stereo not drawn) returned sgs1 mgt1 4, mlh1 rad18 4, mec2-1 0, yeast cln2 rad14 26, yeast bub3 -6 and rad50 -3.
c1ccc(C2=C(c3ccccn3)N=c3ccccc3=c3ccccc3=N2)nc1 was read as sgs1 mgt1 -1, mlh1 rad18 -9, mec2-1 14, yeast cln2 rad14 -49, yeast bub3 4 and rad50 2.
`COc1ccc(Cc2c[nH]c3ccccc3c2=O)cc1OC` gave sgs1 mgt1 14, mlh1 rad18 7, mec2-1 10, yeast cln2 rad14 9, yeast bub3 1 and rad50 -4.
For CCCC(=O)n1ccc2ccccc21 the results were sgs1 mgt1 7, mlh1 rad18 2, mec2-1 -38, yeast cln2 rad14 13, yeast bub3 -13 and rad50 -15.
Screening COCCI returned sgs1 mgt1 31, mlh1 rad18 30, mec2-1 14, yeast cln2 rad14 4, yeast bub3 4 and rad50 19.
Screening C/C=C/C(=O)NN returned sgs1 mgt1 -5, mlh1 rad18 26, mec2-1 8, yeast cln2 rad14 -21, yeast bub3 -3 and rad50 13.
Screening C/C(C(=O)O)=C(\C)c1ccccc1 returned sgs1 mgt1 -1, mlh1 rad18 5, mec2-1 -1, yeast cln2 rad14 -16, yeast bub3 2 and rad50 -1.
`CCS(=O)(=O)c1ccc(/C=N/NC(N)=S)cc1` gave sgs1 mgt1 11, mlh1 rad18 -7, mec2-1 -5, yeast cln2 rad14 -26, yeast bub3 -2 and rad50 -3.
`CC1=C(c2cc(C(=O)Nc3cccc(Cl)c3)nc(NC#N)n2)Sc2ccccc2N1` gave sgs1 mgt1 -1, mlh1 rad18 34, mec2-1 1, yeast cln2 rad14 16, yeast bub3 5 and rad50 26.
`Cc1nn(-c2ccc(Cl)cc2)c2c1c(=O)[nH]c1ccccc12` gave sgs1 mgt1 1, mlh1 rad18 -5, mec2-1 -3, yeast cln2 rad14 -25, yeast bub3 -2 and rad50 6.
C/C=C1/CCCCC1=O was read as sgs1 mgt1 15, mlh1 rad18 8, mec2-1 -14, yeast cln2 rad14 4, yeast bub3 6 and rad50 37.
For CC(C)CC(NC(=O)CN)C(N)=O (stereo not drawn) the results were sgs1 mgt1 -8, mlh1 rad18 -28, mec2-1 -10, yeast cln2 rad14 2, yeast bub3 -13 and rad50 -16.
For Cc1cc(Cl)ccc1OCC(=O)OCCBr the results were sgs1 mgt1 5, mlh1 rad18 -8, mec2-1 18, yeast cln2 rad14 -23, yeast bub3 -23 and rad50 4.
For Nc1nc2[nH]c(=O)c(CC(=O)O)nc2c(=O)[nH]1 the results were sgs1 mgt1 -3, mlh1 rad18 17, mec2-1 -16, yeast cln2 rad14 24, yeast bub3 7 and rad50 -17.
O=C(NC(=S)Nc1ccc(Cl)cc1)c1ccccc1 was read as sgs1 mgt1 2, mlh1 rad18 25, mec2-1 -6, yeast cln2 rad14 -34, yeast bub3 -8 and rad50 32.
For CCC(=O)[C@@]1(OC(C)=O)CC[C@H]2[C@@H]3CCC4=CC(=O)CC[C@]4(C)[C@H]3CC[C@@]21C the results were sgs1 mgt1 31, mlh1 rad18 16, mec2-1 18, yeast cln2 rad14 37, yeast bub3 27 and rad50 28.
For CC1=C(/C=C/C(C)=C/C=C/C(C)=C/C=C/C=C(C)/C=C/C=C(\C)C=O)C(C)(C)CCC1 the results were sgs1 mgt1 -9, mlh1 rad18 1, mec2-1 5, yeast cln2 rad14 -1, yeast bub3 5 and rad50 -18.
Screening NC1CCC(N(CC(=O)O)CC(=O)O)C(N(CC(=O)O)CC(=O)O)C1 (stereo not drawn) returned sgs1 mgt1 20, mlh1 rad18 0, mec2-1 25, yeast cln2 rad14 13, yeast bub3 25 and rad50 23.
For CCN(CC)CCC12CC(C)OC1=Nc1ccccc1NC2=O (stereo not drawn) the results were sgs1 mgt1 -31, mlh1 rad18 2, mec2-1 0, yeast cln2 rad14 13, yeast bub3 7 and rad50 -20.
CC(C)(C)C/C=N/Nc1ccc([N+](=O)[O-])cc1[N+](=O)[O-] was read as sgs1 mgt1 3, mlh1 rad18 -23, mec2-1 -1, yeast cln2 rad14 9, yeast bub3 -2 and rad50 5.
For COc1ccc(OC)c(NC(=O)CCC/C(CC(=O)c2ccc(O)c(OC)c2)=N\Nc2ccc([N+](=O)[O-])cc2)c1 the results were sgs1 mgt1 -38, mlh1 rad18 -26, mec2-1 -1, yeast cln2 rad14 23, yeast bub3 -6 and rad50 -26.
Screening CN(CC(=O)O)c1ncc2c(n1)-c1ccccc1SC2 returned sgs1 mgt1 5, mlh1 rad18 -6, mec2-1 5, yeast cln2 rad14 10, yeast bub3 -14 and rad50 20.
Screening Cc1ccc(N(C(=O)CC(=O)N2N=C(c3ccccc3)C(N=Nc3ccc([N+](=O)[O-])cc3)C2=O)C(=O)c2ccc(Cl)cc2)cc1 (stereo not drawn) returned sgs1 mgt1 0, mlh1 rad18 -7, mec2-1 -11, yeast cln2 rad14 12, yeast bub3 -3 and rad50 -2.
Screening COc1cc(-c2cc(=O)c3c(O)c(OC)c(OC)c(OC)c3o2)cc(OC)c1OC returned sgs1 mgt1 -11, mec2-1 -3, yeast cln2 rad14 -10, yeast bub3 -21 and rad50 -9.
Screening CCc1cccc(OC(=O)CCl)c1 returned sgs1 mgt1 -2, mlh1 rad18 -5, mec2-1 8, yeast cln2 rad14 -24, yeast bub3 -18 and rad50 3.
CCCCCCCCCCCCCC#N was read as sgs1 mgt1 3, mlh1 rad18 26, mec2-1 -4, yeast cln2 rad14 5, yeast bub3 2 and rad50 6.
For CCC(=O)OCC1CC2C=CC1C2 (stereo not drawn) the results were sgs1 mgt1 -12, mlh1 rad18 -4, mec2-1 -5, yeast cln2 rad14 46, yeast bub3 7 and rad50 13.
Screening O=C1OC(CCCCl)=N/C1=C/c1ccccc1 returned sgs1 mgt1 0, mlh1 rad18 -12, mec2-1 7, yeast cln2 rad14 -67, yeast bub3 -29 and rad50 1.
Screening CC(CO)(CO)[N+](=O)[O-] returned sgs1 mgt1 -6, mlh1 rad18 20, mec2-1 10, yeast cln2 rad14 -46, yeast bub3 6 and rad50 19.

Brought forward from above: 2 entries; new compounds follow.
Screening O=C1OC(CCCCl)=N/C1=C/c1ccccc1 returned sgs1 mgt1 0, mlh1 rad18 -12, mec2-1 7, yeast cln2 rad14 -67, yeast bub3 -29 and rad50 1.
Screening CC(CO)(CO)[N+](=O)[O-] returned sgs1 mgt1 -6, mlh1 rad18 20, mec2-1 10, yeast cln2 rad14 -46, yeast bub3 6 and rad50 19.
For C=C(C)C(=O)OCCn1c(=O)c2c(ncn2C)n(C)c1=O the results were sgs1 mgt1 -13, mlh1 rad18 6, mec2-1 -19, yeast cln2 rad14 -3, yeast bub3 -14 and rad50 -7.
For N#C/C(=C\n1c(=S)[nH]c2ccc([N+](=O)[O-])cc21)c1nc2ccccc2s1 the results were sgs1 mgt1 -1, mlh1 rad18 8, mec2-1 -9, yeast cln2 rad14 18, yeast bub3 -58 and rad50 -25.
`Cn1ncc2c(=O)[nH]c(NN)nc21` gave sgs1 mgt1 -5, mlh1 rad18 -2, mec2-1 -4, yeast cln2 rad14 -18, yeast bub3 -1 and rad50 -8.
Screening CC1CCOCO1 (stereo not drawn) returned sgs1 mgt1 -1, mlh1 rad18 -9, mec2-1 0, yeast cln2 rad14 2, yeast bub3 13 and rad50 -3.
Screening CS(=O)CCC1C(=O)OC(C(C)(C)C)N1C(=O)c1ccccc1 (stereo not drawn) returned sgs1 mgt1 5, mlh1 rad18 0, mec2-1 4, yeast cln2 rad14 -12, yeast bub3 -1 and rad50 8.
Screening NC(N)=N/N=C\c1ccc(C2CCNCC2)cc1 returned sgs1 mgt1 4, mlh1 rad18 9, mec2-1 -6, yeast cln2 rad14 0, yeast bub3 -59 and rad50 9.
Screening O=C(O)CNC(=O)Cc1ccccc1 returned sgs1 mgt1 -1, mlh1 rad18 -7, mec2-1 -13, yeast cln2 rad14 10, yeast bub3 -39 and rad50 -30.
O=C1OC(c2ccccc2)(c2ccccc2)CC1CN1CCOCC1 (stereo not drawn) was read as sgs1 mgt1 90*, mlh1 rad18 80*, mec2-1 83*, yeast cln2 rad14 66, yeast bub3 87* and rad50 88*.
CC1=NN(c2ccccc2)C(=O)C1=C1SCCS1 was read as sgs1 mgt1 5, mlh1 rad18 -2, mec2-1 -21, yeast cln2 rad14 13, yeast bub3 2 and rad50 -13.
O=C(O)CC(C(=O)O)C(Cc1ccccc1)c1ccccc1 (stereo not drawn) was read as sgs1 mgt1 10&0, mlh1 rad18 -7&-3, mec2-1 11&-4, yeast cln2 rad14 6&0, yeast bub3 10&-2 and rad50 22&-10.
CC(=O)OC1(C)C(=O)OC/C2=C/CN(C)CCC(OC(=O)C(O)(C(C)Cl)CC1C)C2=O (stereo not drawn) was read as sgs1 mgt1 -8, mlh1 rad18 -44, mec2-1 3, yeast cln2 rad14 13, yeast bub3 -6 and rad50 5.
Screening NC(N)=NCCCCC(N)C(=O)O (stereo not drawn) returned sgs1 mgt1 -27, mlh1 rad18 -8, mec2-1 -47, yeast cln2 rad14 3, yeast bub3 -17 and rad50 -10.
`O=C1CCCC2=C(N1)C(=O)C=CC2=O` gave sgs1 mgt1 17, mlh1 rad18 -21, mec2-1 21, yeast cln2 rad14 39, yeast bub3 0 and rad50 -3.
For COc1ccc(N2C(=O)C3c4[nH]c5ccc(OCc6ccccc6)cc5c4C4CCC(C(C)(C)C)CC4C3C2=O)cc1 (stereo not drawn) the results were sgs1 mgt1 18, mlh1 rad18 10, mec2-1 -3, yeast cln2 rad14 -3, yeast bub3 22 and rad50 34.
`N#CC1C(=O)NC(=O)CC1c1ccccc1` (stereo not drawn) gave sgs1 mgt1 99*, mlh1 rad18 99*, mec2-1 99*, yeast cln2 rad14 99*, yeast bub3 99* and rad50 99*.
`CC(=O)n1c(=S)n(C(C)=O)c2ccccc21` gave sgs1 mgt1 40, mlh1 rad18 30, mec2-1 54, yeast cln2 rad14 68, yeast bub3 71* and rad50 52.
Screening COc1nc2c(c(=O)n(C)c(=O)n2C)n1C returned sgs1 mgt1 -23, mlh1 rad18 2, mec2-1 4, yeast cln2 rad14 -1, yeast bub3 -11 and rad50 12.
`C#CC1(O)CCCCCCCCC2(CCCCCCCC1)OCCO2` gave sgs1 mgt1 -18, mlh1 rad18 1, mec2-1 -11, yeast cln2 rad14 14, yeast bub3 -6 and rad50 -11.
For Cc1cc[n+](CC(=O)c2ccc(Br)cc2)cc1 the results were sgs1 mgt1 18, mlh1 rad18 54, mec2-1 13, yeast cln2 rad14 23, yeast bub3 4 and rad50 23.
`CCC(=O)OC(C)CN(CC(C)OC(=O)CC)C(=O)C(C)OC(=O)CC` (stereo not drawn) gave sgs1 mgt1 6, mlh1 rad18 9, mec2-1 -4, yeast cln2 rad14 -17, yeast bub3 22 and rad50 -22.
CCCC(O)C(C)(C)C (stereo not drawn) was read as sgs1 mgt1 -52, mlh1 rad18 -42, mec2-1 -68, yeast cln2 rad14 -11, yeast bub3 -43 and rad50 -36.
For CCOC(=O)C1C(=O)N(O)c2cnccc21 (stereo not drawn) the results were sgs1 mgt1 -12, mlh1 rad18 8, mec2-1 -17, yeast cln2 rad14 -12, yeast bub3 15 and rad50 -2.

Entries shown so far that contain an NH in an aromatic ring (six):
`COc1ccc(Cc2c[nH]c3ccccc3c2=O)cc1OC` gave sgs1 mgt1 14, mlh1 rad18 7, mec2-1 10, yeast cln2 rad14 9, yeast bub3 1 and rad50 -4.
`Cc1nn(-c2ccc(Cl)cc2)c2c1c(=O)[nH]c1ccccc12` gave sgs1 mgt1 1, mlh1 rad18 -5, mec2-1 -3, yeast cln2 rad14 -25, yeast bub3 -2 and rad50 6.
For Nc1nc2[nH]c(=O)c(CC(=O)O)nc2c(=O)[nH]1 the results were sgs1 mgt1 -3, mlh1 rad18 17, mec2-1 -16, yeast cln2 rad14 24, yeast bub3 7 and rad50 -17.
For N#C/C(=C\n1c(=S)[nH]c2ccc([N+](=O)[O-])cc21)c1nc2ccccc2s1 the results were sgs1 mgt1 -1, mlh1 rad18 8, mec2-1 -9, yeast cln2 rad14 18, yeast bub3 -58 and rad50 -25.
`Cn1ncc2c(=O)[nH]c(NN)nc21` gave sgs1 mgt1 -5, mlh1 rad18 -2, mec2-1 -4, yeast cln2 rad14 -18, yeast bub3 -1 and rad50 -8.
For COc1ccc(N2C(=O)C3c4[nH]c5ccc(OCc6ccccc6)cc5c4C4CCC(C(C)(C)C)CC4C3C2=O)cc1 (stereo not drawn) the results were sgs1 mgt1 18, mlh1 rad18 10, mec2-1 -3, yeast cln2 rad14 -3, yeast bub3 22 and rad50 34.
